Screening results (PubChem)
ERp5 inh: ERp5 (human) disulfide isomerase inhibition | 0.05% of 350,000 active | Q15084 | inhibition, % at 9.99 µM | ERp5 insulin aggregation, absorbance 650 nm, 90 min;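 active = mean replicate inhibition above about 25%, with every replicate also reaching it, limit read from the data, passing the limit was not always enough; inconclusive = only one of those two criteria met; inactive = neither criterion met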
Target sequence (Q15084 whole entry, looked up): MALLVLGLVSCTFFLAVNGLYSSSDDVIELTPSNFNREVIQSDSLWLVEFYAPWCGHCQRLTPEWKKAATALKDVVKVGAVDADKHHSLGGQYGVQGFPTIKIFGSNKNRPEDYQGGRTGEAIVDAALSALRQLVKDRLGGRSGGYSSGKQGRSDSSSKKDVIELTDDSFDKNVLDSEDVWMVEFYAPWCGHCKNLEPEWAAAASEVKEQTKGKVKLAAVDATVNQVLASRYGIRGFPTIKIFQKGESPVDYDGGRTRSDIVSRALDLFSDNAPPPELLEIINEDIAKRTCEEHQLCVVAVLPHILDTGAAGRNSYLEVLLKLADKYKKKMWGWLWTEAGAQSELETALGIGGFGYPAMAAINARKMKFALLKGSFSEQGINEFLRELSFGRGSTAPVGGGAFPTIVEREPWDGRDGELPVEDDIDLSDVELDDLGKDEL
SIRT5 block: sirtuin-5 (human) deacylase inhibition | AID 652115 | Purified SirT5, succinyl-peptide AMC, trypsin-coupled fluorescence | 1.1% of 330,000 active | inhibition, % at 15 µM; in the data active = inhibition above about 15%; inconclusive = no clear call, values can overlap the other calls
Target sequence (Q9NXA8 whole entry, looked up): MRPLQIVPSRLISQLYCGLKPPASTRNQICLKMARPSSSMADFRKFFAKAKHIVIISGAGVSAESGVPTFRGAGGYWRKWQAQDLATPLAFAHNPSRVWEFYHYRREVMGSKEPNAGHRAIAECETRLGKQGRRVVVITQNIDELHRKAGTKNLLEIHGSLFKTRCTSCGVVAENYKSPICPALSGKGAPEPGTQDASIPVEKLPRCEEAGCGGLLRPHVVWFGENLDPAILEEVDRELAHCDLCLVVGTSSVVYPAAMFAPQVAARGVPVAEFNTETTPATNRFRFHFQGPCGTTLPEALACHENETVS
Numbers without * were called inactive; ? = inconclusive; & = joins results of further samples. This is a subset (hit frequency here may not be typical).

structure | ERp5 inh | SIRT5 block
COCC(=O)N1[C@H](CO)[C@@H](c2ccc(-c3ccccc3OC)cc2)C12CN(C(C)=O)C2 | 2 | -3
COCC(=O)N1[C@H](C#N)[C@H](c2ccccc2-c2cccc(OC)c2)[C@@H]1CO | -3 | -2
C[C@@H](NC(=O)[C@@H]1CCCN1C(=O)[C@@H]1CCCN1C(=O)OC(C)(C)C)c1ccccc1 | 1 | -6
Cc1cccc(OCC(=O)N=Nc2c(O)[nH]c3ccc([N+](=O)[O-])cc23)c1 | 1 | 2
Cc1cccc(NC(=O)CCc2ccc(N3C(N)=NC(N)=NC3(C)C)cc2)c1 | 2 | -6
O=C(C[C@H]1C=C[C@H](NC(=O)CCN2CCCCC2)[C@H](CO)O1)Nc1ccccc1 | -3 | 3
O=C(Nc1cccc(F)c1)N1CC(=O)N2[C@H](CO)[C@H](c3ccc(-c4ccccc4F)cc3)[C@H]2C1 | 0 | -3
CC(C)(C)n1nnnc1C(c1ccccc1)N1CCN(C(=O)C2CCCO2)CC1 (stereo not drawn) | -2 | 2
O=C(NC1CCCCC1)N1CC(=O)N2[C@@H](CO)[C@H](c3ccc(-c4cccc(F)c4)cc3)[C@@H]2C1 | 5 | 0
Cc1cccc(C(=O)N2CCC(=O)N([C@H](COCc3ccccc3)Cc3ccccc3)CC2)c1 | -6 | -8
Cc1ccc(-c2ccc(C3[C@H]4CNC[C@@H]3N4C(=O)Nc3ccccc3Cl)cc2)cc1 (stereo partly drawn) | -3&1 | 7&7
O=C(Nc1cccc(F)c1)N1CC(=O)N2[C@H](CO)[C@@H](c3ccc(C#Cc4cccnc4)cc3)[C@H]2C1 | 1 | 3
COCC#Cc1ccc([C@@H]2[C@@H](CO)N3C(=O)CN(C(=O)CN4CCOCC4)C[C@H]23)cc1 | ? | 0
N#C[C@@H]1[C@@H](c2ccc(C#Cc3cccnc3)cc2)[C@@H](CO)N1C(=O)C1CCCC1 | 7 | -2
O=C1CN(S(=O)(=O)c2cccc(F)c2)C[C@@H]2[C@@H](c3ccc(-c4ccc(F)cc4)cc3)[C@@H](CO)N12 | 3 | 0

Part of the list above in another layout:
> O=C(Nc1cccc(F)c1)N1CC(=O)N2[C@H](CO)[C@@H](c3ccc(C#Cc4cccnc4)cc3)[C@H]2C1
  ERp5 inh = 1 | SIRT5 block = 3

> N#C[C@@H]1[C@@H](c2ccc(C#Cc3cccnc3)cc2)[C@@H](CO)N1C(=O)C1CCCC1
  ERp5 inh = 7 | SIRT5 block = -2

> COCC(=O)N1[C@H](C#N)[C@H](c2ccccc2-c2cccc(OC)c2)[C@@H]1CO
  ERp5 inh = -3 | SIRT5 block = -2

> O=C(NC1CCCCC1)N1CC(=O)N2[C@@H](CO)[C@H](c3ccc(-c4cccc(F)c4)cc3)[C@@H]2C1
  ERp5 inh = 5 | SIRT5 block = 0

Following part:
structure | ERp5 inh | SIRT5 block
CCS(=O)(=O)N1CC2(C1)[C@@H](c1ccccc1)[C@@H](CO)N2C(=O)C1CCCC1 | 7 | -5
COc1ccc2c3c([nH]c2c1)[C@H](CO)N(C(=O)C1CC1)CC31CN(Cc2cccc(F)c2)C1 | 1 | -10
CCCCn1nnnc1C(c1ccccc1)N1CCN(Cc2c(F)cccc2Cl)CC1 (stereo not drawn) | 0 | 2
O=S1(=O)CC(N2CCCC2)CN1Cc1cn(Cc2cccc(C(F)(F)F)c2)nn1 (stereo not drawn) | -2 | -3
N#C[C@H]1[C@H](c2ccc(C#CC3CCCC3)cc2)[C@@H](CO)N1C(=O)Cc1ccccn1 | 8 | -1
C[C@H]1CN([C@@H](C)CO)C(=O)c2c(c3ccccc3n2C)-c2ccccc2CO[C@@H]1CN(C)C(=O)Nc1cccc(Cl)c1Cl | 2 | 1
CCCC#Cc1ccc2c(c1)[C@@H]1[C@@H](CCN1S(=O)(=O)c1ccccc1C)[C@@H](CO)N2 | -3 | 18*
O=C(CN1CCOCC1)N1CC(=O)N2[C@H](CO)[C@@H](c3ccc(-c4ccccc4)cc3)[C@H]2C1 | 4 | -2
COCCN1C(=O)c2ccccc2C1c1nnnn1-c1ccc2c(c1)OCCO2 (stereo not drawn) | 7 | 9
O=C1CC2c3cc(Br)ccc3CCN2C(=O)CN1Cc1ccccc1 (stereo not drawn) | 0 | -2
O=C(NS(=O)(=O)c1cccs1)[C@H]1O[C@@H](n2ccc(=O)[nH]c2=O)[C@H](O)[C@@H]1O | 0 | 2
FC(F)(F)c1ccccc1Cc1c(-c2ccc(Cl)cc2)nc2c3ccccc3ccn12 | -7 | -4
Cc1c([N+](=O)[O-])cc(C(=O)Nc2ccc(Cc3ccncc3)cc2)cc1[N+](=O)[O-] | 7 | -2
O=C(c1ccc(F)cc1)N1CC(=O)N2[C@H](C1)[C@H](c1ccc(/C=C/c3ccccc3)cc1)[C@@H]2CO | 3 | 2
COc1cc(CN2CCN(Cc3ccc([N+](=O)[O-])cc3)CC2)c([N+](=O)[O-])cc1OC | 2 | -4

Next part.
structure | ERp5 inh | SIRT5 block
CC1(C)CC(=O)C(C(c2ccc3c(c2)OCO3)C2C(=O)CC(C)(C)CC2=O)C(=O)C1 | -6 | 3
C/C(=N\NC(=O)c1ccccn1)c1ccc(C(=O)O)s1 | -14 | 2
Cc1cc(OC(=O)NCCc2ccc(F)cc2)ccc1F | 0 | -1
C[C@@H]1CN([C@H](C)CO)C(=O)c2cc(NC(=O)CCCCCC(=O)Nc3ccccc3N)ccc2O[C@H]1CN(C)C(=O)Nc1ccc2c(c1)OCO2 | 8 | 2
COCC(=O)N1CC(=O)N2[C@H](C1)[C@H](c1ccc(-c3cccnc3)cc1)[C@@H]2CO | 2 | 1
COc1ccc2c3c([nH]c2c1)[C@@H](CO)N(S(C)(=O)=O)CC31CCN(CC2CCCCC2)CC1 | -10 | 0
N#C[C@@H]1[C@H](c2ccccc2C2=CCCC2)[C@@H](CO)N1C(=O)C1CC1 | -9 | -1
CN(Cc1ccccc1)C(=O)[C@@H]1CCCN1C(=O)[C@@H]1CCCN1C(=O)c1cccc(Cl)c1 | -7 | -6
Cc1cc(C)cc(Cn2cc(CN3CC(N4CCSCC4)CS3(=O)=O)nn2)c1 (stereo not drawn) | -3 | 6
CC(C)CC#Cc1ccc([C@@H]2[C@@H](CO)N3C(=O)CN(C(=O)Cc4ccccc4)C[C@@H]23)cc1 | 9 | 0
O=C(Nc1ccccc1)N1CC(=O)N2[C@H](CO)[C@H](c3ccc(C#CC4CCCCC4)cc3)[C@@H]2C1 | -2 | 1
CCC(=O)NC(Nc1c(C)n(C)n(-c2ccccc2)c1=O)C(Cl)(Cl)Cl (stereo not drawn) | -4 | -3
COCCCN=C1NN=C(c2cc(C)n(-c3ccccc3F)c2C)CS1 | -7 | 1
COc1ccc2c3c(n(C)c2c1)[C@H](CO)N(Cc1nccs1)CC31CN(C(=O)CC2CC2)C1 | 1 | 0
CCOC(=O)[C@]12CCC=C1N(CCC1=CCCCC1)C(=O)[C@H](CC(=O)NCc1ccc(OC)c(OC)c1)C2 | -2 | -2

Next compounds:
structure | ERp5 inh | SIRT5 block
CN(C)C(=O)c1ccc(-c2ccccc2[C@H]2[C@@H](CO)N(C(=O)C3CCCCC3)[C@H]2C#N)cc1 | 2 | -2
COc1ccc2c3c([nH]c2c1)[C@H](CO)N(C(=O)C1CCC1)CC31CN(C(=O)c2ccccn2)C1 | -1 | 2
O=C(COC(=O)C(Cc1ccccc1)NC(=O)c1ccc(Cl)cc1)c1ccc(Cl)cc1 (stereo not drawn) | 4 | -11
O=C1NC[C@H](CCCCN2C[C@H](Cc3ccccc3)N(Cc3ccccc3)C(=O)C2=O)N(CCc2ccccc2)C1=O | -1 | 3
O=C(N[C@H](C(=O)N1CCC[C@H]1C(=O)NCc1ccccc1)c1ccccc1)c1ccc(Cl)cc1Cl | -1 | -4
CCCC1CC(=O)OC1(C)C(=O)CSc1n[nH]c(-c2ccccc2)n1 (stereo not drawn) | 4 | -3
CS(=O)(=O)N1[C@@H](C#N)[C@@H](c2ccccc2-c2ccc(F)cc2)[C@@H]1CO | 0 | 0
CCN(C(C)=O)c1ccc(Oc2nc(OC)cc(OC)n2)cc1 | -3 | -1
COc1ccc2c3c(n(C)c2c1)[C@@H](CO)N(C(=O)NC(C)C)CC31CCN(CC2CC2)CC1 | -4 | 0
COc1ccc(NC(=O)N2C[C@@H]3N[C@H](C2)[C@@H]3c2ccc(-c3ccc(OC)cc3)cc2)cc1 | -4 | 2
COC(=O)[C@@]12C[C@@H](CC(=O)N3CCCC3)C(=O)N(Cc3ccco3)C1=CCC(C)(C)C2 | 3 | 0
Cc1ccc(C(=O)N/C(=C\c2ccco2)C(=O)N2CCSCC2)cc1C | -5 | 1
COc1ccc2c3c([nH]c2c1)[C@@H](CO)N(C(=O)C1CC1)CC31CCN(S(C)(=O)=O)CC1 | -1 | 4
COc1ccc2c3c(n(C)c2c1)[C@@H](CO)N(C(=O)NC(C)C)CC31CN(Cc2nccs2)C1 | 5 | 1
CCCN1[C@H](CO)[C@H](c2ccc(C#CC(C)C)cc2)[C@@H]1CN(C)S(C)(=O)=O | 4 | 8

Remaining list, next part:
structure | ERp5 inh | SIRT5 block
O=c1[nH][nH]c2c1C(c1ccc(F)cc1)OC(CCc1ccccc1)C2 (stereo not drawn) | -4 | 1
CCCC(=O)N1CC2(CN(C(=O)C3CC3)C2)c2c(n(C)c3cc(OC)ccc23)[C@H]1CO | 4 | -1
O=C(Nc1cccc(F)c1)N1CC(=O)N2[C@H](CO)[C@@H](c3ccc(-c4ccccc4)cc3)[C@H]2C1 | 1 | 1
O=C(CCN1CCN(c2ccccc2)CC1)N/N=C/c1ccccc1OC(F)F | 1 | -3
CC1=NN(c2ccccc2)C(=O)C1C(=O)C(=O)Nc1ccc(F)cc1 (stereo not drawn) | 9 | -3
CCCNC(=O)N1CC2(C1)CN(C(=O)c1ccncc1)[C@@H](CO)c1[nH]c3cc(OC)ccc3c12 | -3 | -3
C/C=C/c1ccccc1[C@@H]1[C@@H](C#N)N(C(=O)CN2CCOCC2)[C@@H]1CO | 1 | 0
O=C(C1CCC1)N1[C@@H](CO)[C@@H](c2ccccc2)C12CN(Cc1cccc(Cl)c1)C2 | -3 | 2
CCS(=O)(=O)N1CC(=O)N2[C@@H](CO)[C@H](c3ccc(C#CC4CCCC4)cc3)[C@@H]2C1 | -2 | -4
O=c1[nH][nH]c2c1[C@@H](c1ccc(F)cc1)O[C@H](C1CCCCC1)C2 | 20 | 2
COc1ccc(N=C2Sc3ccccc3[C@@H]3C[C@H]4[C@H](CON4C)CN23)c(OC)c1 | -1 | 2
O=C(NNC(=O)c1ccc(Cl)cc1Cl)c1ccncc1 | 1 | -5
CC(C)CC#Cc1ccc([C@H]2[C@@H](CO)N3C(=O)CN(C(=O)NC4CCCCC4)C[C@@H]23)cc1 | -3 | 5
CCCNC(=O)N1CC2(C1)[C@H](c1ccccc1)[C@@H](CO)N2CC1CC1 | -3 | 2
COc1ccc(-c2ccc3c(c2)[C@@H]2[C@@H](CCN2C(=O)Nc2ccc(F)cc2)[C@H](CO)N3C)cc1 | -3 | -3

Further compounds:
structure | ERp5 inh | SIRT5 block
C#CCNC(=O)C[C@@H]1C[C@@]2(C(=O)OCC)CCCC=C2N(CCC2=CCCCC2)C1=O | -4 | -2
O=C(C[C@@H]1C=C[C@H](NC(=O)c2ccncc2)[C@H](CO)O1)Nc1ccccc1 | 1 | -1
CN1CCN(C2CN(Cc3cn(Cc4ccc(C(F)(F)F)cc4)nn3)S(=O)(=O)C2)CC1 (stereo not drawn) | 2 | -4
CN1CCN(c2ccc([N+](=O)[O-])cc2/C=N/NC(=O)c2cccc([N+](=O)[O-])c2)CC1 | -2 | 6
CCC(=O)N1CC(=O)N2[C@H](C1)[C@@H](c1ccc(C#Cc3cccnc3)cc1)[C@@H]2CO | 1 | -1
O=C(Nc1cccc(F)c1)N1CC(=O)N2[C@@H](CO)[C@@H](c3ccc(Br)cc3)[C@@H]2C1 | -3 | -3
CC[C@@H]1Cc2[nH][nH]c(=O)c2[C@@H](c2ccc(Cl)cc2)O1 | 9 | 1
O=C1N(Cc2cccnc2)C[C@@H]2C[C@@H](c3cccc(OCc4ccccc4)c3)N3CCC[C@@]123 | 2 | 2
N#C[C@H]1[C@H](c2ccccc2-c2cccc(F)c2)[C@@H](CO)N1C(=O)C1CCOCC1 | -2 | -1
O=C(c1ccccn1)N1CC2(C1)[C@H](c1ccccc1)[C@@H](CO)N2Cc1cccnc1 | 10 | -4
CCCCN(C)S(=O)(=O)c1ccc(C(=O)Nc2nnc(C3=COCCO3)o2)cc1 | 0 | 1
O=C(NC1CCCCC1)C(c1ccc(C(F)(F)F)cc1)n1c(=O)c(-c2ccco2)nc2ccccc21 (stereo not drawn) | -1 | -1
COc1ccc2c3c([nH]c2c1)[C@@H](CO)N(C(=O)C1CCOCC1)CC31CN(S(C)(=O)=O)C1 | 1 | 3
Cc1ccc2nc(-c3ccccc3)c(Cc3cccc(F)c3)n2c1 | -15 | -1
O=C(CN1CCOCC1)N1CC(=O)N2[C@H](CO)[C@H](c3ccc(/C=C/c4ccccc4)cc3)[C@@H]2C1 | -4 | 0

Next entries.
structure | ERp5 inh | SIRT5 block
COCC#Cc1ccc([C@H]2[C@H](CO)N3C(=O)CN(C(=O)CN4CCOCC4)C[C@@H]23)cc1 | 22 | -2
COc1ccccc1NC(=O)N1CC(=O)N2[C@H](CO)[C@@H](c3ccc(-c4ccccc4)cc3)[C@H]2C1 | 3 | 1
CCCNC(=O)OC1CC2CC1[C@H]1CCCCN1C2=O (stereo partly drawn) | -4 | 9
COc1ccccc1NS(=O)(=O)c1cccc(C(=O)NNC(=O)c2ccc(O)c(Cl)c2)c1 | 0 | -7
CCC(=O)N1[C@H](C(=O)NC2CCCC2)[C@@H](CO)[C@@H]2Cn3c(cccc3=O)[C@@H]21 | 1 | 0
COc1ccc(NC(=S)N2CCN(Cc3ccccc3)CC2)c(OC)c1 | 0 | -1
Cc1ccc(S(=O)(=O)N2CCCCC2)cc1NC(=O)Nc1ccc(Cl)cc1Cl | 2 | -4

SIRT5 block, what is marked active above
structure | ERp5 inh | SIRT5 block
CCCC#Cc1ccc2c(c1)[C@@H]1[C@@H](CCN1S(=O)(=O)c1ccccc1C)[C@@H](CO)N2 | -3 | 18*
